mcGAS MS inh – mouse cGAS inhibition by mass spec; Q8C6L5; recombinant mouse cGAS, cGAMP by RapidFire MS; inhibition, % at 12.5 µM; 130,000 compounds, 0.18% hits; AID 1259397;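 active = inhibition of cGAS enzyme activity at or above 60%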;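 note: enzyme stimulated by 45 bp dsDNA with ATP and GTP substrates; cGAMP share of summed cGAMP plus half ATP and half GTP signals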
Target sequence (Q8C6L5 whole entry, looked up): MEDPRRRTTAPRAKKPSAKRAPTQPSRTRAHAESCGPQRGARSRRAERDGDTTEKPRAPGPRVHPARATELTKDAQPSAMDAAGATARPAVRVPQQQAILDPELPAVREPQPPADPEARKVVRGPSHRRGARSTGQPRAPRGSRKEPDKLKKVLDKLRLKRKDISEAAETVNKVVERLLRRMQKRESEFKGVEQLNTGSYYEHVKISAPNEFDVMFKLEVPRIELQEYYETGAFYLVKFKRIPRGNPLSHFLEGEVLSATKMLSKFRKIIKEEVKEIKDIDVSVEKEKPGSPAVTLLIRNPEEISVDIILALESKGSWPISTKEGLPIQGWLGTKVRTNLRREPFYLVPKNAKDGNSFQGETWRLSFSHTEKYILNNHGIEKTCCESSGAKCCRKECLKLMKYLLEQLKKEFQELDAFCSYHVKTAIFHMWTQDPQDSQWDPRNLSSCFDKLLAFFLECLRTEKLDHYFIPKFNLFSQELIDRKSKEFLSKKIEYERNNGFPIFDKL
Active calls of the source: *; & = joins results of further samples. Not all compounds are listed, so the mix of outcomes need not match the whole.

SMILES | mcGAS MS inh
CCCn1c(=O)c2c(nc3n2CCN3c2ccc(OC)cc2)n(C)c1=O | -5
Cc1cc(C(=O)Cn2nc(-c3cccs3)oc2=O)c(C)n1C1CC1 | -2
CC(C)COCCCNC(=O)C1CCN(C(=O)c2ccc(F)cc2)CC1 | -10
COCC(C)Nc1c(F)cc(C#N)cc1F (centres undefined) | 0
CCN(Cc1ccoc1)C(=O)NCCNC(=O)c1cccc(C)c1 | -11
CN1CCN(C)C2(CCN(C(=O)c3c(O)ccc4ccccc34)CC2)C1 | -2
Cc1cc2ncn(CC3CCN(C(=O)CN4C(=O)CCC4=O)CC3)c2cc1C | -2
O=C(CSCc1cc(=O)n2ccsc2n1)Nc1cc(Cl)ccc1N1CCCCC1 | 6
Nc1ncc(Br)cc1[N+](=O)[O-] | -7
CCOc1ncccc1C(=O)N(C)CCc1nc2ccc(F)cc2[nH]1 | -38
Cc1cc(N2CCCN(Cc3ccc4[nH]ccc4c3)CC2)ccn1 | -15
N#Cc1c(OCC(=O)N2CCCC3CCCCC32)[nH]c2ccccc12 (centres undefined) | 0
CC(=O)c1ccc(OCC(=O)NCCSCc2ccsc2)cc1 | -1
COc1cc(C2=NC(=Cc3cc(OC)c4c(c3)OCCO4)C(=O)O2)cc(OC)c1OC | -4
CN(Cc1ccc(C(=O)O)cc1)Cc1nc2ccccc2n1C | -6
CCc1nncn1CCNC(=O)NCc1c(C)cc(C)cc1C | -3
O=C(CCc1cc(=O)[nH]o1)N1CCCC(c2ccn[nH]2)C1 (centres undefined) | 2
CCN(Cc1ccccc1NC(=O)Cn1cccn1)C(=O)OC(C)(C)C | 9
Cc1cccc(N(C)C(=O)c2cccc(NC(=O)C3CCCO3)c2)c1 (centres undefined) | -11
O=C(O)c1cn(-c2ccc(F)cc2)c2cc(N3CCNCC3)c(F)cc2c1=O | -7&-5
CN1CCN(CC(=O)N2CCN(C(=O)c3ccco3)CC2)CC1 | -3
Cc1nnc(Sc2c(C#N)c(=O)n(C)c(=O)n2C)n1Cc1ccccc1 | -24
O=c1c2nnn(-c3cccc(Cl)c3)c2ncn1Cc1cccc(C(F)(F)F)c1 | 6
O=C(Nc1ccc(Cl)c(C(F)(F)F)c1)N1CCC(c2ccccc2)CC1 | 4

At a glance, some entries already given:
SMILES | mcGAS MS inh
CN1CCN(CC(=O)N2CCN(C(=O)c3ccco3)CC2)CC1 | -3
Cc1nnc(Sc2c(C#N)c(=O)n(C)c(=O)n2C)n1Cc1ccccc1 | -24
O=c1c2nnn(-c3cccc(Cl)c3)c2ncn1Cc1cccc(C(F)(F)F)c1 | 6
O=C(Nc1ccc(Cl)c(C(F)(F)F)c1)N1CCC(c2ccccc2)CC1 | 4

Going on with the list.
SMILES | mcGAS MS inh
Cc1nc(C)c(CN2CCC2(C)C)s1 | -1
O=C(O)C1Sc2[nH]c(=O)sc2C2c3ccc(O)cc3OC(=O)C12 (centres undefined) | 45
CC(=O)c1ccccc1NC(=O)CC(C(=O)O)c1ccc(F)cc1 (centres undefined) | 7
COc1cccc(CNC(=O)CSc2ccc(NC(=O)c3cccc(F)c3)nn2)c1 | 9
Brc1ccc(-c2nc3ncccn3c2Nc2ccc3c(c2)OCCO3)o1 | -2
C=CCN(Cc1ccsc1)C(=O)c1cnn2ccn(C)c12 | -14
Cc1ccc(S(=O)(=O)Nc2ccc([N+](=O)[O-])cc2C(N2CCOCC2)N2CCOCC2)cc1 | -4
Cc1ccc(S(=O)(=O)Nc2ccc(F)cc2)cc1C(=O)NC1CC1 | -14
Cc1cccc(CCNC(=O)C2CCN(C(=O)N3CCCC3)CC2)c1 | -9
CC(C)Oc1cccc(C(=O)C2CCCN(C(=O)c3ccccn3)C2)c1 (centres undefined) | -4
Cn1cc(S(=O)(=O)N2CCSc3ncccc32)c(=O)n(C)c1=O | 8
CN(C)C(=O)c1ccc(NC(=O)COc2ccc(F)c(Cl)c2)cc1 | 0

2 records drawn at random from the list so far, as already listed:
SMILES | mcGAS MS inh
Cc1cccc(CCNC(=O)C2CCN(C(=O)N3CCCC3)CC2)c1 | -9
CN(C)C(=O)c1ccc(NC(=O)COc2ccc(F)c(Cl)c2)cc1 | 0

Later entries:
SMILES | mcGAS MS inh
CCN(CCC(F)(F)F)C(=O)Cc1ccccc1F | 8
Cc1cccc(C2CC(c3ccc(C)c(C)c3)=Nc3nnnn32)c1 (centres undefined) | -6
CCCCn1c(N)c(N(CC)C(=O)CC(C)(C)C)c(=O)[nH]c1=O | 1
CC1CCCC(C)N1NC(=S)Nc1ccc(OC(F)F)cc1 (centres undefined) | 1
O=S1(=O)CCN2C(c3cc(Cl)ccc3Cl)=CSC2=N1 | -8
Cc1cc(C)c(NC(=O)C(C)OC(=O)c2ccccn2)c(C)c1 (centres undefined) | -10
O=C(COc1ccc2ccccc2c1)NC1CCCN(C(=O)C2CC2)C1 (centres undefined) | -4
COC1CCCN(C(=O)CC2c3ccccc3CCc3ccccc32)C1 (centres undefined) | -5
Cc1cccc(-n2cc(-c3ccnc(NC(C)Cc4cccnc4)n3)cn2)c1 (centres undefined) | 5
O=[N+]([O-])c1ccc(N2CCCc3ccccc32)c([N+](=O)[O-])c1 | 0
O=C(N1CCOCC1)C(F)(F)C1(F)OC(F)(F)C(F)(F)C1(F)F (centres undefined) | -2
Cc1ccsc1C(=O)N1CCC1(C)C(=O)NS(=O)(=O)c1cccs1 (centres undefined) | -4
Cc1ccc(-n2nc3c(c2NC(=O)c2ccccc2C)CSC3)cc1 | -9
COc1cc(C)ccc1OCCOc1ccc(Br)cc1 | -7
Cc1cc(C)c(NC(=O)CN(C)CCC(=O)Nc2ccccc2Cl)c(C)c1 | -9
C=CCN(Cc1ccc(Cl)s1)C(=O)CSc1nnc(-c2ccc(C)cc2)o1 | -9
CC(C)(C)c1cc(C(C)(C)C)c2oc(=N)c(C(N)=O)cc2c1 | -13
Cc1c(C(=O)N2CCN(CC(=O)Nc3ccccc3C(F)(F)F)CC2)sc2cccc(F)c12 | 4
CCOc1ccc(CN2CCN(Cc3cc4c(cc3Cl)OCO4)CC2CCO)cc1 (centres undefined) | -5
C#CCn1c(=NC(=O)c2ccccc2S(C)(=O)=O)sc2cc(F)cc(F)c21 | -1
Cc1nnc(NC(=O)C(C)(C)C)s1 | -2
Cc1nc(C(=O)N2CCN(c3ccccc3)CC2)nn1-c1ccc(F)cc1 | -4
CC(C)=CC(=O)N1CCCN(CC(C)C)CC1 | -23
COCCn1c(C)cc(O)c(C(c2ccncc2)N2CCN(C)CC2)c1=O (centres undefined) | -7
CCOC(=O)N1CCN(Cc2c(C(=O)N3CCOCC3)nc3ccccn23)CC1 | -1
Cc1ccc(CN(c2cccc(C#N)c2)S(C)(=O)=O)cc1 | -2
Cc1nc(N2CCNCC2)c2c3c(sc2n1)CCCC3 | -3
O=C(CS(=O)(=O)Cc1ccc(F)cc1Cl)NCCOc1ccccc1 | -5
COc1ccc2ccccc2c1CNc1cncc(Cl)n1 | -4
Cc1cccc2[nH]c(COCC(=O)N3CCCC3C(=O)N(C)C)nc12 (centres undefined) | -19
CN1C(=CC#N)N(C)c2ccccc21 | -4
Cc1ccc(C(=NC(=O)NCc2ccco2)C(Cl)Cl)cc1F | -2
Cc1nn(C)c(Cl)c1CN1CCC(CO)(CC2CCCCO2)CC1 (centres undefined) | 1
O=C(C1CCCC1)N1CCN(c2ccc(-c3ccccn3)nn2)CC1 | -2
c1ccc(-c2n[nH]c3c2CN(Cc2ccc4c(c2)CCO4)CC3)cc1 | 6
CC1Oc2ccccc2OC1C(=O)N(Cc1ccco1)c1ccccc1F (centres undefined) | -5

Entries listed so far containing bromine, in the order listed:
SMILES | mcGAS MS inh
Nc1ncc(Br)cc1[N+](=O)[O-] | -7
Brc1ccc(-c2nc3ncccn3c2Nc2ccc3c(c2)OCCO3)o1 | -2
COc1cc(C)ccc1OCCOc1ccc(Br)cc1 | -7

New compounds follow:
SMILES | mcGAS MS inh
CSCC(=O)N(C)CC1CCCN(CCc2ccc(Cl)cc2)C1 (centres undefined) | 1
CC(C)(C)c1nnc2sc(SCc3cc([N+](=O)[O-])cc4c3OCOC4)nn2c1=O | 0
CCc1nc(C)sc1C(=O)N1CCc2c(nc(C)nc2N2CCCC2)C1 | -6
O=C(NCCC(=O)N1CCOc2ccccc2C1)c1cccc(F)c1 | -13
CN(C)C(CNC(=O)N1CCc2ccc(F)cc21)c1ccccc1 (centres undefined) | 3
O=C(NCCCN(C(=O)C1CCC1)C1CC1)c1coc2ccccc12 | -3
Cc1cc(=O)[nH]c(-n2nc(-c3cccs3)cc2NC(=O)C23CC4CC(CC(C4)C2)C3)n1 | -5
CCOC(=O)N1CCN(Cc2nc3c(c(=O)[nH]c(=O)n3C)n2CCc2ccccc2)CC1 | 0
CCOC(=O)C(=CN1N=C(OC(C)=O)C2(CC=C(C)CC2)C1=O)C(=O)OCC (centres undefined) | 2
O=C(O)C12CC3(Br)CC(Br)(CC(Br)(C3)C1)C2 | -17
CCn1ccnc1CN1CCOC(CCCc2ccccc2)C1 (centres undefined) | -6
O=C(CN1CCN(c2ccc3c(c2)OCCO3)C1=O)NCCCn1ccnc1 | -4

Overlap with the part before: 2 compounds, followed by the next part.
SMILES | mcGAS MS inh
CCn1ccnc1CN1CCOC(CCCc2ccccc2)C1 (centres undefined) | -6
O=C(CN1CCN(c2ccc3c(c2)OCCO3)C1=O)NCCCn1ccnc1 | -4
CC(C)n1ccc2c(cnc3ncnn32)c1=O | -9
NC(=O)C(NC1CCC(OCC(F)(F)F)CC1)c1ccccc1 (centres undefined) | -8
CSc1ccccc1NC(=O)CSc1nnnn1-c1ccccc1 | 5
CSCc1ccc(C(=O)N(C)CCc2nc3ccc(F)cc3[nH]2)o1 | -28
CC(C)(C)c1ccc(O)c(NC(=O)COc2cccc(S(C)(=O)=O)c2)c1 | 10
Nc1nnnn1CC(=O)N/N=C\c1cn(Cc2ccc(Cl)cc2Cl)c2ccccc12 | -27
CC(C)(C)OC(=O)NNC(=O)c1csc2ccccc12 | 21
COc1ccc(NC(=O)c2sc(=O)n(Cc3ccc4c(c3)OCO4)c2C)cc1OC | -4
O=C(OCn1nnc2ccccc2c1=O)c1sc2cc(F)ccc2c1Cl | -11
CCC1CSC(Nc2ccccc2C(F)(F)F)=N1 (centres undefined) | 17
Cc1ccc(CSCC(=O)Nc2cc(C)on2)cc1 | -8
Cc1cc(C)n(CCNC(=O)CCNC(=O)c2ccccc2F)c(=O)n1 | -13
CCOc1ccc(C(c2c(O)cc(C)n(CCOC)c2=O)N2CCN(c3ccccc3F)CC2)cc1 (centres undefined) | -9
CCN(CC)c1ncccc1CNC(=O)Nc1ccc2c(c1)OCO2 | -10
CCCCN(CCCC)CCNC(=O)c1cnn(-c2cc(F)ccc2F)c1N | -6
CCc1nnc(SCc2ccc(CSc3nnc(CC)n3N)cc2)n1N | -31
Cc1ccc(C2(CC#N)CCOC(C(C)C)C2)cc1 (centres undefined) | -1
O=c1c2c(n3nnnc3n1-c1ccccc1)-c1ccccc1CC21CCCCC1 | -15
O=C(c1cccc2c1OCC2)N1CC[C@@H](c2ccc3c(c2)OCO3)[C@H](O)C1 | -68
COc1ccc(C)cc1C(=O)NCC1CCN(Cc2cccnc2)C1 (centres undefined) | -40
COc1cnc(N2C[C@H]3CC=CC[C@H]3C2)nc1 | -20
c1ccc(-c2ncn(CC3CCNCC3)c2-c2ccc(-c3ccn[nH]3)o2)cc1 | -6
O=C(NC1=NCCS1)c1sc(-c2ccco2)nc1-c1ccccc1 | -7
CC(C)c1ccc(CN2CCC2(C)C(=O)Nc2cccc(Oc3ccccc3)c2)cc1 (centres undefined) | -3
O=C(CSc1ccccc1)N1CCc2onc(-c3ccc(Cl)cc3)c2C1 | 0
COCc1ccccc1CNS(=O)(=O)c1cccc(Cl)c1C | -15
S=C(NCC1CCCO1)NN=Cc1cc2c(cc1Br)OCO2 (centres undefined) | 2
Cn1cc(NC(=O)NC2(c3ccccc3)CCC2)ccc1=O | 2
COc1ccc2cc(/C=C/C(=O)N3CCNC(=O)C3c3c(C)nn(-c4ccccc4)c3C)ccc2c1 (centres undefined) | -11
Cn1nc2n(c1=O)CC(C(=O)N1C[C@@H]3[C@H](C1)[C@H]1CC[C@@H]3O1)CC2 (some centres undefined) | -5
Cn1ccnc1CN(C(=O)c1cccc(Cn2cccn2)c1)C1CC1 | 8
Cc1cc(C(=O)NN=CC2CCCCC2)c(C)o1 | -4
CCOC(=O)Cc1csc(NC(=O)CSc2nnc(-c3ccncc3)n2-c2ccc(F)cc2)n1 | -5
Cc1ccc(N2CCNC(C)C2=O)c(C)c1 (centres undefined) | -4
CCc1cc(NC2CCCC2C#N)nc(-c2ccncc2)n1 (centres undefined) | -14
Cc1nc2ncccc2cc1C(=O)N1CCC2(CCNC(=O)CC2)CC1 | -9
COc1ccc(N(C)C(=O)C(C)NC(=O)CC2CCCCC2)cn1 (centres undefined) | -2
O=C(c1ccccc1)C1CCN(C(=O)C2CCC(=O)N(CCN3CCOCC3)C2)CC1 (centres undefined) | -6&-3
O=C(Nc1nnc(C2CC2)s1)c1cc2c(s1)CCCC2 | -21
CCCCN1CCCCC1C(=O)Nc1c(C)cccc1C (centres undefined) | -6&1
CCOc1ccc(CN2CCC(n3nccc3NC(=O)Cc3ccccc3)CC2)cc1 | -2
O=C(CC(=O)N1CCC[C@H]1CO)NC12CC3CC(CC(C3)C1)C2 | -14
CCCc1ncncc1C(=O)N1CCC(N2CCCC(C(=O)NC3CC3)C2)CC1 (centres undefined) | -13
CCCCCn1c(=N)c(C#N)cc2c(=O)n3ccccc3nc21 | 1
Cc1cc(NC(=O)CSc2nnc(C3CC3)n2C2CC2)no1 | -9
CCc1nc(C2CN(C3CC(C)OC3=O)CCO2)n[nH]1 (centres undefined) | -3
Cc1nn(C)c(C)c1CCC(=O)NCC1(c2ccc(F)cc2)CCOC1 (centres undefined) | -5
N#CC1C(=N)Oc2n[nH]c(-c3ccc4c(c3)OCO4)c2C1c1ccccc1Br (centres undefined) | -14
COC(=O)C1=C(C)N(c2ccc(C(=O)O)cc2)C(=O)NC1c1ccccc1 (centres undefined) | -11
CC1CCN(C(=O)C(C)n2cccn2)CC1 (centres undefined) | -1
CCNC(=O)NC1CC(=O)N(Cc2ccccc2C(F)(F)F)C1 (centres undefined) | 5

Screening data (PubChem BioAssay)
